SENP6 inh: SENP6 protease inhibitors, primary screen, biochemical, luminescence, uHTS; Recombinant SENP6 catalytic domain, aminoluciferin luminescence; 330,000 compounds, 1.8% hits; inhibition, % at 10 µM; AID 2599, 2010;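 active means inhibition above about 50% at the single tested dose, limit read from the data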;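 further: plate controls were DMSO wells with enzyme for no effect and DMSO wells lacking enzyme for full effect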
SENP7 inh: SENP7 protease inhibitors, primary screen, biochemical, luminescence, uHTS; recombinant SENP7, Z-RLRGG-aminoluciferin luminescence, 40 min; AID 434973, 2010; Sentrin-specific protease 7 (Homo sapiens), Q9BQF6; inhibition, % at 5 µM; 330,000 compounds, 1.5% hits;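 active means inhibition above about 50% at the single test dose, limit read from the data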;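 further: plate controls were DMSO with enzyme for no effect and no enzyme buffer wells for full effect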
Target sequence (Q9BQF6 706-1050 limits assumed): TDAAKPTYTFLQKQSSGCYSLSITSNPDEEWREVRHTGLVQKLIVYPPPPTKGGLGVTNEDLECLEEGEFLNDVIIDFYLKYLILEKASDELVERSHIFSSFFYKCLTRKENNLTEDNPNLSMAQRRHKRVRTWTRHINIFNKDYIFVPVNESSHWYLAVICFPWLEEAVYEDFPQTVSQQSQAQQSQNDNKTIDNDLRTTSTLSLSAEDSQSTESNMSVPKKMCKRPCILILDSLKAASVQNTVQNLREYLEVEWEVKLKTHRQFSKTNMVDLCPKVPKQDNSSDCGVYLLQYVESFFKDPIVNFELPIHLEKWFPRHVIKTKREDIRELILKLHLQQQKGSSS
PfGluPho inh: PfG6PD enzyme inhibitors, primary screen, biochemical, fluorescence intensity, uHTS; glucose-6-phosphate dehydrogenase-6-phosphogluconolactonase (Plasmodium falciparum 3D7); PfGluPho enzyme, NADPH resazurin-diaphorase fluorescence; inhibition, % at 20 µM; 350,000 compounds, 0.78% hits; AID 504690, 2011;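 active means inhibition reaching at least a set limit at 20 µM in the primary screen, cut at about 59% in these data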;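 further: 0% = DMSO wells with substrate and 100% = DMSO wells lacking glucose-6-phosphate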
SENP1 FRET inh: human SENP1 catalytic domain inhibitors, primary screen, biochemical, FRET, uHTS | recombinant SENP1 catalytic domain, CyPet-SUMO1-YPet FRET cleavage | inhibition, % at 10 µM | AID 624204, 2012 | 360,000 compounds, 0.21% hits | Sentrin-specific protease 1 (Homo sapiens), Q9P0U3;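 active means inhibition at least 30% at 10 µM, raw YFP signal under a set limit, fluorescence ratio 0.5 to 1.5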;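 further: 0% = enzyme with DMSO and 100% = no enzyme wells; some results filed as inactive read as strong as hits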
Target sequence (Q9P0U3 419-644 limits assumed): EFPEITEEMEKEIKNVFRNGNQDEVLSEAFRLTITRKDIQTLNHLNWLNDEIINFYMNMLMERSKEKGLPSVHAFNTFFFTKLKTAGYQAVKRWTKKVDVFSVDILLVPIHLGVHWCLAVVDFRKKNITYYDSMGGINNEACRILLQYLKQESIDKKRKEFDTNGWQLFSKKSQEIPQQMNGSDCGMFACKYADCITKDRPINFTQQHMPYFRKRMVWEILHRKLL
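Controls: no-enzyme wells low, DMSO-plus-enzyme wells high control. Test system: human recombinant His6-tagged SENP1 catalytic domain enzyme. Reagent: SFCypet-SUMO1-SFYpet FRET protein substrate, 25 nM final. Doses: one dose per compound, 10 µM, 0.5% DMSO. Detection: FRET, CFP and YFP emission. Timing: 50 min reaction at room temperature.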
SENP8 block-1: SENP8 protease inhibitors, primary screen, biochemical, luminescence. Sentrin-specific protease 8 (Homo sapiens), Q96LD8. purified SENP8, Z-RLRGG-aminoluciferin cleavage. inhibition, % at 10 µM. 330,000 compounds, 1.2% hits. AID 2540, 2010; in the data active means inhibition above about 50%
Target sequence (Q96LD8 whole entry, looked up): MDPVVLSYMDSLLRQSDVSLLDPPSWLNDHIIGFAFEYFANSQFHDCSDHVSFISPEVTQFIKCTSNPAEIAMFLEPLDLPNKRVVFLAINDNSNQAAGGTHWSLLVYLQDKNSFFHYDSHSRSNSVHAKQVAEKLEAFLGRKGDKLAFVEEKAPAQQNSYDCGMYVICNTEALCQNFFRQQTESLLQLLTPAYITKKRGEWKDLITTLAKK
HKDC1 inhibitor: HKDC1 hexokinase inhibitors, primary screen, biochemical, fluorescence, uHTS; AID 493160, 2011; 340,000 compounds, 0.16% hits; inhibition, % at 20 µM; recombinant HKDC1, G6PDH/diaphorase resazurin coupled fluorescence; Q2TB90;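 active means inhibition above about 35% when tested at 20 µM, limit read from the data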;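 further: plate controls were DMSO wells with enzyme for no effect and DMSO wells lacking enzyme for full effect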
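Assay system: in-house recombinant HK5 (HKDC1) enzyme. Input: HKDC1 at 5 µg/mL. Medium: Tris pH 8.0 buffer with MgCl2, Tween-20, BSA, BME. Dosing: single 20 µM dose. Schedule: 90 min reaction incubation at room temperature, dark. Signal: resazurin-to-resorufin fluorescence via G6PDH and diaphorase coupling, 525/613 nm. Controls: DMSO-enzyme wells negative, buffer-substituted wells positive.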
SENP8 block-2: human SENP8 protease inhibitors, primary screen, biochemical, fluorescence, Nedd8 protein substrate, uHTS | 360,000 compounds, 0.64% hits | AID 602440, 2012 | Sentrin-specific protease 8 (Homo sapiens), Q96LD8 | inhibition, % at 20 µM | recombinant SENP8; in the data active means inhibition mostly above about 40%, no sharp cut-off; inactive means mostly below about 27%
MIN6 prolif: inducers of MIN6 beta-cell proliferation, primary screen, ATP luminescence, uHTS | MIN6 cells proliferation, ATPlite luminescence, 48 h; cells starved in 0.2% serum; 100% = growth in 10% serum | proliferation, % at 10 µM | 330,000 compounds, 0.29% hits;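 active means compounds whose signal lies at least 3.5 SD above the mean of all wells on their plate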;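 further: 0% = DMSO-treated cells in low-serum medium and 100% = 10% serum control; some compounds called inactive have numbers as strong as hits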
UBC13 polyUb: UBC13 polyubiquitin chain formation inhibitors, primary screen, biochemical, TR-FRET, uHTS | inhibition, % at 20 µM | 330,000 compounds, 0.47% hits; in the data active means inhibition above about 45%, passing the limit was not always enough; inconclusive means no clear call, values can overlap the other calls
Target sequence (P61088 whole entry, looked up): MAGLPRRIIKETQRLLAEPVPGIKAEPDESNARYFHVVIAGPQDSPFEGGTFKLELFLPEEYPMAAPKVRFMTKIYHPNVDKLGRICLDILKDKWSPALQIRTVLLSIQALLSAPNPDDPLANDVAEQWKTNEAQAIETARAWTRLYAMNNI
An asterisk follows results filed as active; u = inconclusive; x = not tested or not shown.

SMILES	SENP6 inh	SENP7 inh	PfGluPho inh	SENP1 FRET inh	SENP8 block-1	HKDC1 inhibitor	SENP8 block-2	MIN6 prolif	UBC13 polyUb
CN(C)S(=O)(=O)c1cccc(C(=O)Nc2cc3c(cc2C(=O)O)OCCCO3)c1	40	17	-12	1	17	-1	8	-2	1
CCCc1nc2nc(C)c(NS(=O)(=O)c3ccc([N+](=O)[O-])cc3)c(=O)n2[nH]1	-11	-8	-9	0	-1	-1	9	0	-8
COc1ccc(C2(C)NC(=O)N(CC(=O)Nc3ccc(C)cc3Br)C2=O)cc1OC (stereo not given)	-26	-7	-5	1	-10	-2	5	4	-1
Cn1c(=O)[nH]c(=O)c2c1nc(CN1CCN(c3ccccc3F)CC1)n2CC(N)=O	-6	-5	-7	0	-10	-7	23	-1	-2
O=C(CCN1CCN(c2ccccc2)CC1)Nc1ccccc1	-5	-8	0	0	8	3	30	3	5
CCNC(=S)SCCOc1ccccc1C	0	-3	-14	4	-10	9	10	0	0
O=C1c2ccccc2C(Nc2ccc(S(=O)(=O)N3CCCCCC3)cc2)N1c1ccccn1 (stereo not given)	-6	6	-4	0	-7	1	-4	-3	8
CO/N=C/c1c(C(=O)OC)nn(-c2ccccc2)c1Cl	4	6	7	3	-7	-7	13	0	4
CN(/N=C/c1ccc2c(c1)OCO2)c1ccccc1	63*	57*	26	3	64*	14	19	2	-8
COc1cc(/C=N/Nc2ccc(Cl)c(C(=O)O)c2)ccc1OC(=O)c1cccs1	31	-8	1	2	15	2	-31	1	-24
CCOC(=O)C1CCCCN1C(=O)CCn1nnnc1CN1CCOCC1 (stereo not given)	0	-2	-1	3	-4	-2	-9	-2	8
COc1ccccc1CN(C)C(=O)c1cccc(S(=O)(=O)N2CCc3ccccc3C2)c1	15	10	13	0	-4	0	7	-1	1
COc1ccc(-c2nc(N)ncc2-c2csc(C)n2)c(O)c1	-16	-6	17	2	-5	-9	-2	-1	-9
CC1(C)O[C@@H]2[C@H](O1)[C@@H](COS(=O)(=O)O)O[C@H]2n1c(=S)[nH]c2c(=O)[nH]c(N)nc21	1	-7	56	1	-6	-8	12	-3	-7
O=S1(=O)CC(O)C(NCc2ccco2)C1 (stereo not given)	-2	0	-14	1	5	6	16	-2	0
COc1cc(C(=O)NNC2=NC(C)(C)Cc3cc(C)c(C)cc32)cc(OC)c1OC	0	4	3	-1	-1	-8	13	-4	-10
CCc1ccc(N2CC(C(=O)Nc3nnc(CC)s3)CC2=O)cc1 (stereo not given)	2	2	-26	0	-1	-5	-20	3	0
CCN1C(=O)/C(=C2\C=Cc3cc(C)ccc3N2CC)OC1=S	-5	-3	6	-99	1	-3	-11	0	-81
O=[N+]([O-])c1ccccc1OCC(O)CN1CCN(CC(O)COc2ccccc2[N+](=O)[O-])CC1 (stereo not given)	-10	-4	7	2	-7	7	19	-1	-3
O=C(CCC(C(=O)O)N1C(=O)c2ccccc2C1=O)Nc1ccccc1 (stereo not given)	x	x	-11	0	x	-1	9	x	x
CCOc1cccc(C(=O)NC(=S)Nc2cccc(C)c2)c1	22	17	20	2	8	17	8	0	9
CCCCCCN(C(=O)CCCCCN1C(=O)NC(c2ccc(C(C)(C)C)cc2)C(C(=O)OCc2ccccc2)=C1C)C(C(=O)NCCCC)c1ccc(OCC(=O)OC)c(C(=O)OC)c1 (stereo not given)	-15	-9	x	x	11	x	x	-8	-26
Cc1cc(Nc2c(C)cccc2C)n2nc(C)nc2n1	6	6	-3	-14	7	-5	4	2	7
O=C(NCc1csc(-c2cccs2)n1)Nc1ccc(F)cc1F	-4	-5	-12	0	-6	0	-365	-1	1
Cc1c(C(=O)N(Cc2cccc(Br)c2)C2CCS(=O)(=O)C2)oc2ccccc12 (stereo not given)	21	-1	10	1	2	-1	23	-4	-1

Quoted at random: four records from the list.
SMILES	SENP6 inh	SENP7 inh	PfGluPho inh	SENP1 FRET inh	SENP8 block-1	HKDC1 inhibitor	SENP8 block-2	MIN6 prolif	UBC13 polyUb
COc1cc(/C=N/Nc2ccc(Cl)c(C(=O)O)c2)ccc1OC(=O)c1cccs1	31	-8	1	2	15	2	-31	1	-24
COc1cc(C(=O)NNC2=NC(C)(C)Cc3cc(C)c(C)cc32)cc(OC)c1OC	0	4	3	-1	-1	-8	13	-4	-10
O=C1c2ccccc2C(Nc2ccc(S(=O)(=O)N3CCCCCC3)cc2)N1c1ccccn1 (stereo not given)	-6	6	-4	0	-7	1	-4	-3	8
CCOc1cccc(C(=O)NC(=S)Nc2cccc(C)c2)c1	22	17	20	2	8	17	8	0	9

Further results follow.
SMILES	SENP6 inh	SENP7 inh	PfGluPho inh	SENP1 FRET inh	SENP8 block-1	HKDC1 inhibitor	SENP8 block-2	MIN6 prolif	UBC13 polyUb
C=CCOc1c(Br)cc(/C=C(\C#N)C(N)=O)cc1OC	-23	-5	13	-7	-8	9	0	-2	1
CC1=NN(C(=O)c2nn(C)cc2Br)C(O)(C(F)(F)F)C1 (stereo not given)	-11	6	-6	2	-9	-8	22	0	-13
CCc1cc(=O)oc2c(C)c(OCC(=O)NCCCn3ccnc3)ccc12	-2	2	10	0	0	-5	-71	-1	4
CC1(C)C2CCC1(CS(=O)(=O)Nc1ccc(S(=O)(=O)N3CCCC3)cc1)C(=O)C2 (stereo not given)	-3	10	-3	-1	-1	-7	11	-1	-7
Cc1ccc2c(c1)CCCN2C(=O)c1ccoc1C	1	-11	2	-2	0	-8	0	-2	-6
O=C(NCc1ccccc1)c1ncn(Cc2ccccc2)c1C(=O)NCc1ccccc1	3	-12	22	0	-4	2	7	-5	-14
O=C(Nc1ccc(Cl)cc1)c1ccc(S(=O)(=O)N2CCOCC2)cc1	9	-1	-3	0	0	5	11	-1	-3
Cc1ccc(CNC(=O)C2CCC(CNc3c(N4CCOCC4)c(=O)c3=O)CC2)cc1 (stereo not given)	-12	-5	16	1	8	0	10	-2	5
COc1ccccc1CNC(=O)CCS(=O)(=O)Cc1ccc(C)cc1	-1	-8	3	1	4	-8	14	-1	3
CCOc1ccc(CCNC(=O)Cn2cccc2C(=O)c2ccccc2C)cc1OCC	17	1	8	0	7	-12	11	0	4
Cc1ccc(NC(=O)COC(=O)c2cc(Cl)cc(Cl)c2)c(Br)c1	4	6	-32	1	3	-8	7	0	4
Cc1ccccc1N(C(=O)c1snc(C(N)=O)c1N)C(C(=O)NCC1CCCO1)c1ccc(F)cc1 (stereo not given)	-19	-10	24	-50	-13	-3	-298	2	15
CC1CN(c2ccc(NC(=O)c3ccco3)cc2C(=O)O)CC(C)O1 (stereo not given)	-13	3	3	0	-10	-1	26	-2	2
O=C(Nc1ccc(F)cc1)NC1CCCc2ccccc21 (stereo not given)	-2	-5	13	-1	-2	-1	0	-4	1
Nc1nc(Nc2ccccc2F)nc(NCc2ccccc2)c1[N+](=O)[O-]	-16	-8	8	1	-8	-4	6	-3	0
CC(CNS(=O)(=O)c1ccccc1)Sc1nncn1C (stereo not given)	-15	-7	-15	1	-5	0	10	-2	-9
CCOC(=O)N1CCN(C2=C(NS(=O)(=O)c3ccc(C)cc3)C(=O)c3ccccc3C2=O)CC1	64*	36	-3	4	35	13	82*	-4	-89
CCOc1ccccc1NC(=O)c1ccc2c(c1)C(=O)N(CC(C)C)C2=O	1	3	-7	-1	1	-5	21	-2	7
O=C(CSCc1ccc(Cl)cc1)Nc1ccc(Br)cc1C(=O)O	-4	8	-6	-3	2	3	7	-2	5
O=C(NCCSCc1ccccc1)c1ccc(F)cc1	-16	-3	10	3	-7	-9	15	0	-1
Cn1c(O)c(N=NC(=O)CNC(=O)c2ccco2)c2ccccc21	0	7	-4	1	-5	-12	22	2	-12
COc1ccc(CN(C(=O)c2oc3cc(C)ccc3c2C)C2CCS(=O)(=O)C2)cc1OC (stereo not given)	-2	-3	8	3	5	-4	-4	2	8
Cc1ccccc1NC(=O)CSc1ccc(-c2ccccn2)nn1	2	-1	-3	0	-1	3	-3	2	-10
CCN(c1ccccc1)S(=O)(=O)c1cc(C(=O)NCc2ccco2)ccc1C	3	3	12	-5	3	0	1	-5	6
Brc1cccc(C2CC(c3ccccc3)n3nnnc3N2)c1 (stereo not given)	-10	5	49	2	5	1	7	1	12
SMILES	SENP6 inh	SENP7 inh	PfGluPho inh	SENP1 FRET inh	SENP8 block-1	HKDC1 inhibitor	SENP8 block-2	MIN6 prolif	UBC13 polyUb
Cc1cc(OCCCC(=O)NNC(=O)c2ccncc2)ccc1Cl	-7	-9	-21	2	-2	-1	5	-3	12
CCN(CCn1cccn1)C(=O)C1CCC(=O)N(CC2CCCCC2)C1 (stereo not given)	12	9	3	-1	1	-6	1	0	-9
O=C(N/N=C\c1ccc(Br)o1)C1COc2ccccc2O1 (stereo not given)	8	-10	17	-3	5	-16	-9	-2	2
COc1cc(CCC(=O)OCC(=O)Nc2c(C)cccc2C(C)C)cc(OC)c1OC	25	12	-2	3	5	-3	4	0	4
NC(=O)c1sc2nc(N3CCCCC3)c3c(c2c1N)CCCC3	5	-1	-9	1	-6	7	-88	-6	u
O=C(COC(=O)Cc1c(F)cccc1Cl)NC(=O)Nc1ccccc1F	-26	12	-9	1	-8	-2	10	3	12
O=C(C1CCN(c2nnnn2-c2ccccc2)CC1)N1CCN(c2ccccc2)CC1	-10	0	2	-1	4	-7	27	-1	-5
Cc1ccc(-c2csc3ncnc(NCCC(=O)O)c23)cc1C	20	2	-18	-2	4	-11	16	-1	-2
CCC(=O)Nc1cccc(C(=O)OC)c1	-16	3	-3	2	-2	-5	-5	0	8
CCOc1ccc(S(=O)(=O)N2CCN(C(=O)c3oc4ccc(OC)cc4c3C)CC2)cc1	-9	-11	9	0	9	8	-6	-2	4
CCCCC(=O)Nc1ccc(NC(=O)c2cccnc2)cn1	-20	-8	-5	-3	-3	0	13	1	-12
COc1cccc(CNC(=O)c2cccc(S(=O)(=O)N3CCN(Cc4ccccc4)CC3)c2)c1	x	x	15	-3	x	1	-5	x	x
CCOc1cc(CNc2ccccc2SC)ccc1O	13	3	x	x	-8	x	x	2	11
CC(=O)Nc1sc(C)c(C)c1C(=O)Nc1ccc(C)cc1	-9	-2	-6	0	-1	2	17	1	-4
COc1ccc(CNC(=O)c2cc3cccc(OC)c3oc2=N)cc1	7	-7	-2	4	-1	1	-21	-2	-10
Cc1ccc(C)c(N2CCN(CC(=O)Nc3ccc4[nH]c(=O)[nH]c4c3)CC2)c1	9	-10	-8	-3	6	-5	5	0	4
Cc1cc(C)cc(NC(=O)C2CCN(c3nccs3)CC2)c1	0	-5	-4	-6	-5	-3	-17	0	0
CN(C)S(=O)(=O)c1cc(S(=O)(=O)N(C)C)c(Cl)cc1N	-26	-3	-17	-2	-9	8	16	-2	-1
Cc1cc(C)n(CCCNC(=O)c2ccc3c(c2)NC(=O)CS3)n1	-11	0	-4	3	-10	-3	20	-1	0
